# Bcl-XL Bim block: human Bim-Bcl-XL interaction inhibition; Q07817; Bim peptide-Bcl-XL binding, bead flow cytometry, fluorescence; inhibition, % at 10 µM; 0.04% of 190,000 active; AID 1007
# Target sequence (Q07817 whole entry, looked up): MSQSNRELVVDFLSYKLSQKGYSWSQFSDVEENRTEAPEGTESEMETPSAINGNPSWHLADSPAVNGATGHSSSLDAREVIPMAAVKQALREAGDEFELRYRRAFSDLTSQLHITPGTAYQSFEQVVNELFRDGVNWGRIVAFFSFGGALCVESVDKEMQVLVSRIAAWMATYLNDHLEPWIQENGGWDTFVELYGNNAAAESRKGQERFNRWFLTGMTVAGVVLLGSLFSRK
# ABCG2 inh: human ABCG2 inhibition, ABCB1 as counter-screen | Q9UNQ0 | IgMXP3 cells, JC-1 efflux, flow cytometry | inhibition, % at 6.6 µM | 0.1% of 190,000 active | AID 1325;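 active = inhibition above 80%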;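 note: 0% = DMSO and 100% = nicardipine control wells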
#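 Assay system – ABCG2 IgMXP3 and barcoded ABCB1 CCRF-Adr cell mix · Input – 3 million cells/mL in well · Reagent – JC-1 fluorescent substrate · Compound – single test compound dose, 6.6 µM final · Timing – 10 min exposure at 25 °C with rotation, no wash · Detection – flow cytometry of retained JC-1 fluorescence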
# Bcl-W Bim block: human Bim-Bcl-W interaction inhibition. AID 952. bead-based flow cytometry, Bim peptide-Bcl-W binding. 0.02% of 190,000 active. inhibition, % at 10 µM. Q92843;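 note: 0% = bound tracer without compound and 100% = peptide blocker; higher means less fluorescent Bim peptide bound to Bcl-W beads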
# Target sequence (Q92843 whole entry, looked up): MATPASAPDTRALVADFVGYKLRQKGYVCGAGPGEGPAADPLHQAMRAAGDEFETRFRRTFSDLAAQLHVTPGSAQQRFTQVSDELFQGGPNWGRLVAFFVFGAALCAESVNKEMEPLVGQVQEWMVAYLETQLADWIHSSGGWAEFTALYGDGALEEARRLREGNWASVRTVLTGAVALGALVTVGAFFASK
# Bcl-B Bim block: disrupts Bim peptide binding to human Bcl-B; AID 951; inhibition, % at 10 µM; 0.073% of 190,000 active; bead-based flow cytometry;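 note: 0% = tracer peptide without compound and 100% = reference inhibitor peptide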
# Target sequence (Q9HD36 whole entry, looked up): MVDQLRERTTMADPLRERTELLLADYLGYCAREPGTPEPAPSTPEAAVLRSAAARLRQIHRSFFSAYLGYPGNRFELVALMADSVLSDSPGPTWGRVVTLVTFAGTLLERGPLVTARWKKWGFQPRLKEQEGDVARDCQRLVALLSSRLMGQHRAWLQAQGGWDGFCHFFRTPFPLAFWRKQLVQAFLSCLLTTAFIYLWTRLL
# RGS4-Gao reg: human RGS4-Galphao interaction regulation. P09471. Multiplexed bead flow cytometry, RGS4-Galphao binding; actives lie on both sides. binding response (% of control), % at 10 µM. 0.33% of 220,000 active; in the data active = binding response below about 49% or above about 150%; inactive = in between;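 note: fluorescent Galphao activated with aluminum fluoride binding bead-coupled RGS4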
# RGS7-Gao reg: human RGS7-Galphao interaction regulation | AID 1439 | binding response (% of control), % at 10 µM | 0.35% of 220,000 active | P09471 | Multiplexed bead flow cytometry, RGS7-Galphao binding; actives lie on both sides; in the data active = binding response below about 49% or above about 150%; inconclusive = no clear call, values can overlap the other calls; inactive = in between;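 note: fluorescent Galphao held in activated GDP-AlF4 state binding bead-coupled RGS7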
# ABCB1 inh: blocks JC-1 efflux by human ABCB1 transporter | CCRF-Adr cells, flow cytometry | inhibition, % at 6.6 µM | 0.067% of 190,000 active; in the data active = inhibition above about 40%;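 note: 0% = vehicle and 100% = reference inhibitor; higher value means more JC-1 retained so stronger ABCB1 efflux block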
# Avidin fluor: avidin bead compound fluorescence profile. fluorescence (KMESF) at 10 µM. Avidin beads, compound fluorescence 488/530 nm, flow cytometry; active compounds read high. 0.38% of 220,000 active; in the data active = fluorescence above about 47; note: inactives centre near 10
# Bim-Bfl-1: inhibitors of Bim-Bfl-1 interaction, human | Q16548 | Bead-based flow cytometry, Bim-Bfl-1 binding inhibition | inhibition, % at 10 µM | 0.12% of 190,000 active;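 note: 0% = wells without compound plus tracer and 100% = blocker peptide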
# Bcl-2 Bim block: human Bim-Bcl-2 interaction inhibition; P10415; Bead-based flow cytometry, Bim peptide-Bcl-2 binding; inhibition, % at 10 µM; 0.06% of 190,000 active; in the data active = inhibition above about 40%; inconclusive = no clear call, values can overlap the other calls;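 note: 0% = no compound wells with probe peptide and 100% = reference peptide inhibitor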
# Target sequence (P10415 whole entry, looked up): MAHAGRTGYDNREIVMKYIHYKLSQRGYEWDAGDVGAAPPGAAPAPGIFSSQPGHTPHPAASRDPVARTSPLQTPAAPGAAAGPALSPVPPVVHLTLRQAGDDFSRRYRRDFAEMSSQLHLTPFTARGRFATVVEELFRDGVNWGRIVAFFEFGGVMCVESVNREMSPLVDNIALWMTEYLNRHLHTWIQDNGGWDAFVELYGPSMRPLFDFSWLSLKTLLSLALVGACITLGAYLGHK
# GSH fluor: compound fluoresces at 488/530 nm on GSH beads. GSH beads flow cytometry, compound fluorescence 488/530 nm; active compounds read high. fluorescence (KMESF) at 10 µM. 0.25% of 190,000 active; in the data active = fluorescence above about 89;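 note: glutathione beads carrying GST-tagged Bcl family fusion proteins plus one bare bead set; values are compound well signal with DMSO vehicle wells as background; inactives centre near 16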
# * hit, by the source's call; u = inconclusive. Cut-off read from the data, not from the text of the source, unless noted: active = inhibition above about 40%. An unsorted share of the library; overall some 1.3% were active at least once.
structure | Bcl-XL Bim block | ABCG2 inh | Bcl-W Bim block | Bcl-B Bim block | RGS4-Gao reg | RGS7-Gao reg | ABCB1 inh | Avidin fluor | Bim-Bfl-1 | Bcl-2 Bim block | GSH fluor
Cc1ccc(-n2[nH]c(C)c(/C=N/Nc3ccc([N+](=O)[O-])cc3[N+](=O)[O-])c2=O)cc1C | 43* | -2 | 30 | 42* | 87 | 72 | -0.7 | 4 | 42* | 25 | 9
Cc1ccc(CCNC(=O)CS(=O)Cc2nc(-c3cccc(C)c3)oc2C)cc1 (stereo unspecified) | -7 | 4 | -3 | -9 | 100 | 100 | 1.1 | 26 | -6 | -5 | 16
Cc1ccc(N/C=C(/C#N)c2ccsc2)cc1 | 5 | 4 | -1 | -9 | 102 | 100 | 0.5 | 12 | -17 | -11 | 26
COc1ccc(NC(=O)/C=C/c2ccc(C)o2)cc1S(=O)(=O)N1CCOCC1 | -2 | 4 | 2 | -7 | 96 | 103 | 0.1 | 1 | 3 | 2 | 7
CCc1ccccc1NC(=S)N(Cc1ccc(OC)cc1)CC1CCC(C(=O)O)CC1 (stereo unspecified) | -4 | 0 | 0 | -4 | 110 | 107 | 0.3 | 8 | -6 | -7 | 15
Cc1nc(CS(=O)c2ccccc2)cc(N2CCOCC2)n1 (stereo unspecified) | -3 | 0 | 0 | -4 | 102 | 108 | 0.1 | 38 | -1 | 0 | 11
COc1ccccc1C(=O)NC(=S)Nc1ccc(NC(=O)c2cccs2)cc1 | -6 | 4 | -6 | -10 | 100 | 98 | 6.5 | 16 | -14 | -9 | 16
O=[N+]([O-])c1ccccc1/C=C/CN1CCCCC1 | -6 | 5 | 0 | -10 | 101 | 103 | 0.3 | 12 | -18 | -11 | 32
O=C(CSc1nccc(-c2ccc(Br)cc2)n1)NCCc1ccccc1 | 5 | 8 | -1 | -12 | 106 | 108 | 0.8 | 8 | -14 | -13 | 53
Cc1cccc(/C=C2/C(=O)/C(=C/c3ccccc3C)C3CCC2N3C)c1 (stereo unspecified) | 0 | 1 | -1 | 1 | 94 | 102 | 0.4 | 7 | -3 | 0 | 19
CCOC(=O)c1sc2nccc(N(C)C)c2c1N=CNOCc1ccccc1 | 12 | 12 | 4 | -8 | 103 | 100 | 5.3 | 13 | -12 | -4 | 57
CCCn1c(SCC(=O)NC23CC4CC(CC(C4)C2)C3)n[nH]c1=O | -4 | 1 | -2 | -1 | 104 | 104 | 0.1 | 24 | 0 | -4 | 11
C=CCN1C(=O)CS/C1=N\N=C\c1cccc([N+](=O)[O-])c1 | -1 | 30 | 0 | -2 | 97 | 97 | -0.6 | 9 | -4 | -1 | 12
O=C(Nc1nc(-c2ccccc2)cs1)c1ccccc1NS(=O)(=O)c1ccc(F)cc1 | -3 | 4 | -4 | 0 | 97 | 99 | -0.3 | 2 | 0 | -6 | 13
CC1CCc2c(sc3nc(CSc4n[nH]c(N)n4)[nH]c(=O)c23)C1 (stereo unspecified) | -7 | 0 | -3 | -6 | 103 | 102 | -0.8 | 1 | -3 | -7 | 5
O=C(NN1CCOCC1)c1cccc2ccccc12 | -9 | 0 | -4 | -13 | 104 | 101 | -0.1 | 14 | -14 | -8 | 20
Cn1c(C(=O)N2CCC(C(N)=O)CC2)cc2c(=O)n(C)c3ccccc3c21 | -1 | 3 | 0 | -2 | 98 | 100 | 0.3 | 6 | -8 | -5 | 14
CC1CN(C(=O)c2cccc(COc3ccccc3Cl)c2)CC(C)O1 (stereo unspecified) | -1 | 4 | -1 | 1 | 100 | u | 1.1 | 10 | 4 | -2 | 16
Cc1cccc(C)c1NC(=O)NC1(C(=O)N2CCOCC2)CCCCC1 | 0 | 19 | 0 | 0 | 99 | 96 | 0.3 | 12 | -6 | -2 | 8
CS(=O)(=O)NCCOc1ccc(S(=O)(=O)N2CCCc3ccccc32)cc1 | -3 | 3 | -1 | -6 | 103 | 99 | 0.7 | 7 | -1 | -4 | 19
Cc1c(C=O)c(=O)n(-c2ccccc2)n1C | -5 | 6 | -4 | -4 | 101 | 100 | 1.1 | 10 | -5 | -5 | 13
CCCCN(CCCC)c1cc(C)nc(-c2ccccc2O)n1 | -6 | 34 | -3 | -8 | 104 | 102 | 0.1 | 17 | -14 | -8 | 36
Fc1ccccc1CNC(=S)Nc1cccc(C(F)(F)F)c1 | -10 | 13 | -7 | -11 | 103 | 102 | 0.2 | 15 | 0 | -3 | 17
COc1cccc(C2CC(c3cccs3)=NN2S(C)(=O)=O)c1OC (stereo unspecified) | -3 | 1 | 0 | -7 | 100 | 102 | 0.5 | 12 | -4 | -5 | 14
O=C(O)c1cccc(CN2C(=O)SC(Nc3ccccc3)C2=O)c1 (stereo unspecified) | 0 | 0 | 4 | -2 | 109 | 107 | -0.1 | 6 | -7 | -3 | 7
Cc1sc2nc(SCc3ccccc3)n(Cc3ccco3)c(=O)c2c1C | 0 | 2 | 3 | 1 | 98 | 99 | 0.8 | 32 | 0 | 1 | 16
COc1ccc(C2=C(C)CC(C)(C)NC2=O)cc1OC | 2 | -8 | 1 | 1 | 107 | 100 | 0.3 | 7 | 5 | 5 | 13
O=C(CCN1CCOCC1)N/N=C/c1cc(Br)cc(Br)c1O | -4 | -1 | -1 | 0 | 68 | 62 | -0.4 | 4 | 2 | -1 | 10
Clc1ccc(-c2nc(-c3ccccn3)no2)cc1Cl | -4 | 6 | -2 | -8 | 98 | 98 | -0.7 | 10 | -12 | 1 | 35
CCOc1cc(/C=N/NC(=O)CSc2nncn2C)ccc1OCc1ccccc1 | 1 | 2 | 0 | 0 | 102 | 100 | 0.2 | 2 | 0 | 0 | 7
CCN(CC)S(=O)(=O)c1ccc2c(c1)N(CC(=O)Nc1cccnc1Cl)C(=O)CO2 | -3 | 2 | -2 | 0 | 101 | 101 | -0.1 | 26 | -3 | 0 | 7
COc1ccc(/C=N/NC(=O)c2cc(C34CC5CC(CC(C5)C3)C4)[nH]n2)cc1OC | 0 | -6 | 2 | 6 | 102 | 103 | -0.8 | 9 | 8 | 7 | 9
CC(=O)c1ccc(NC(=O)CCSCCC(=O)Nc2ccc(C(C)=O)cc2)cc1 | -1 | 1 | 1 | 1 | 94 | 92 | 0.2 | 13 | 0 | 1 | 21
COc1cc(CO)ccc1Oc1nnnn1-c1ccc(C(N)=O)cc1 | 1 | 1 | 1 | 0 | 102 | 101 | 0.2 | 11 | 0 | 0 | 16
COC(=O)c1c(NC(=O)Cn2nc(C(F)F)cc2C(F)F)sc(C)c1C | -3 | 3 | -2 | -14 | 102 | 105 | 0.3 | 5 | -2 | -5 | 22
O=C(Nn1c(-c2ccc(F)cc2)nc2ccccc2c1=O)c1cccnc1 | 0 | 0 | 6 | 3 | 96 | 95 | 0.0 | 26 | -3 | -1 | 20
Cc1nn(C)c(C)c1S(=O)(=O)N(CC(=O)Nc1ccccn1)c1ccc(C(C)C)cc1 | -3 | -3 | -2 | -8 | 98 | 99 | -1.9 | 7 | -13 | -8 | 20
O=C(CN1C(=O)C2C3C=CC(C3)C2C1=O)NC1CCCc2ccccc21 (stereo unspecified) | -3 | 4 | -1 | -4 | 102 | 102 | 1.3 | 7 | 0 | -8 | 25
Cc1oc2c(c1C(=O)Nc1ccc(C(=O)O)cc1)CCCC2 | -4 | 4 | 0 | -10 | 105 | 106 | 0.4 | 33 | -11 | -7 | 25
O=C(NC1CCCc2ccccc21)c1cccnc1 (stereo unspecified) | 4 | 2 | 0 | -7 | 102 | 103 | 0.4 | 7 | -13 | -4 | 256*
C=CCn1c(SCC(=O)Nc2nnc(CC)s2)nnc1-c1ccco1 | -1 | 4 | 0 | -3 | 101 | 101 | 0.6 | 12 | -6 | -4 | 78
C=CCN(c1ccccc1)S(=O)(=O)c1c(C)[nH]c(=O)[nH]c1=O | 2 | 1 | -2 | 0 | 106 | 101 | 0.7 | 5 | -4 | -4 | 11
COc1c(C)cc(C(=O)C2CCCN(C(=O)c3cc4nc(C)cc(C)n4n3)C2)cc1C (stereo unspecified) | -5 | 4 | -2 | -3 | 93 | 99 | 2.3 | 2 | -6 | 0 | 9
COc1ccc(C(=O)/C=C/c2ccccc2F)c(OC(=O)c2ccc([N+](=O)[O-])cc2)c1 | 0 | 3 | 1 | 4 | 96 | 94 | 0.2 | 13 | 0 | 3 | 7
COc1ccccc1NC(=O)Cn1nnc(-c2ccccc2NC(=O)c2cnccn2)n1 | -2 | 1 | -6 | -6 | 102 | 101 | -0.3 | 17 | 0 | -4 | 8
Cc1ccc(OCc2n[nH]c(=S)n2-c2ccccc2)cc1 | 0 | -3 | 3 | -14 | 103 | 99 | -0.2 | 3 | 6 | 3 | 10
COc1cccc2cc(C(=O)NCCc3c[nH]c4ccccc34)c(=O)oc12 | -4 | 9 | 1 | -3 | 100 | 101 | 1.0 | 10 | -2 | -2 | 18
Cc1ccc(C(C(=O)NCc2ccco2)N(C(=O)CNC(=O)c2cccs2)c2c(C)cccc2C)cc1 (stereo unspecified) | -8 | 4 | -5 | -2 | 95 | 94 | 0.1 | 5 | -5 | -2 | 14

# From PubChem BioAssay
